BH1578 lux ind – quorum light induction in luxS cqsA deficient V. cholerae. V. cholerae BH1578 lux reporter, luminescence, 6 h. activation, % at 18.7 µM. 350,000 tested, 0.16% active. AID 588436; in the data active means activation mostly above about 9.7%, no sharp cut-off; further: not every result past the cut was called active; inactives centre near 0; reference of the scale not given here
DUSP3 inh – blocks human VHR1 dual specificity phosphatase; inhibition, % at 13.3 µM; recombinant VHR phosphatase, pNPP absorbance; 290,000 tested, 0.52% active; P51452; in the data active means inhibition above about 50%; further: some compounds called inactive have numbers as strong as hits
PrPC surface inh – reduces human prion protein on the cell surface | AID 720596 | 370,000 tested, 0.43% active | cell surface PrPC, TR-FRET read-out | P04156 | inhibition, % at 13.8 µM; in the data active means inhibition above about 24%; further: 0% = median of the test wells and 100% = reference compound wells
Y pestis TopoI – Y. pestis Topo-I inhibition via cleavage products | 360,000 tested, 0.064% active | activity, % at 10 µM | Y. pestis Topo-I cleavage product accumulation, plate reader; in the data active means activity above about 50%, passing the limit was not always enough; further: inactives centre near 2
Rv3671c protease – inhibitors of M. tuberculosis serine protease Rv3671c; 320,000 tested, 0.048% active; inhibition, % at 5.96 µM; P9WHR9; in the data active means inhibition above about 38%;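 further: extracellular domain of Rv3671c used as enzyme; 0% = enzyme with DMSO and 100% = no enzyme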
SSB-PriA inh – blocks PriA binding to SSB C-terminal tail; AlphaScreen SSBct-PriA binding, biotinylated peptide; inhibition, % at 33 µM; 430,000 tested, 0.6% active; AID 1272365; in the data active means inhibition mostly above about 37%, no sharp cut-off; inactive means mostly below about 20%;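 further: plate controls were negative control peptide for no effect and reference peptide for full effect; strong numbers were not always called active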
TcdB inh – TcdB glycohydrolase inhibition | P18177 | 350,000 tested, 0.24% active | TcdB glycohydrolase enzymatic assay, plate reader | inhibition, % at 9.99 µM | AID 652162; in the data active means inhibition above about 10%
SARS 3CLpro inh – SARS-CoV 3CLpro protease inhibition. P0C6X7. recombinant SARS-CoV 3CLpro, quenched FRET peptide cleavage. inhibition, % at 6 µM. 290,000 tested, 0.14% active. AID 1706; in the data active means inhibition above about 12%
MazF activator – activators of E. coli MazEF toxin-antitoxin RNase; 350,000 tested, 0.32% active; FAM/BHQ RNA-DNA oligo cleavage fluorescence, 5 h; P0AE70; activation, % at 20 µM; in the data active means activation above about 50%
CCHF vOTU inh – CCHFV vOTU protease inhibition; Pep-AMC fluorescence; inhibition, % at 11.5 µM; 370,000 tested, 0.55% active; in the data active means inhibition above about 30%; further: 0% = vehicle wells with enzyme and 100% = no enzyme wells
The depositor's hits bear a star; i = inactive; · = not tested or not shown. Not all compounds are listed; count on the stated rates, not on these rows.

SMILES	BH1578 lux ind	DUSP3 inh	PrPC surface inh	Y pestis TopoI	Rv3671c protease	SSB-PriA inh	TcdB inh	SARS 3CLpro inh	MazF activator	CCHF vOTU inh
CCOC(=O)c1ccc(N=NN(C)C)cc1	i	21	0	-9	-3	-2	-0.2	0	-9	-11
Cc1ccc(N/C(N)=N/c2nc(CSc3nnc(N)s3)cc(=O)[nH]2)cc1	-0.3	53*	1	12	-1	·	2.9	2	6	-2
CCOC(=O)c1c(NC(=O)COC(=O)c2cc(OC)c(OC)cc2[N+](=O)[O-])sc(C)c1CC	1.4	1	2	-4	-2	5	1.5	4	-3	5
COc1ccc(-n2cc(CNCCc3ncc(C)[nH]3)c(-c3ccccc3Cl)n2)cc1	-0.5	4	-2	-1	10	4	1.1	7	2	-14
COc1ccc(OC)c(/C=N/NC(=O)c2cc[n+](CC(=O)c3ccccc3)cc2)c1	i	10	-6	-14	-4	·	-0.4	-3	0	-3
CCCn1c(SCC(=O)NC2CCCCC2)nnc1-c1cccnc1	-0.4	29	1	2	-7	-17	0.2	1	7	-14
CCn1ccnc1CN(C)Cc1nc(-c2ccc3c(c2)OCO3)no1	-0.6	14	1	-9	3	-1	0.7	-1	8	-2
CC(NC(=S)NCCCN1CCOCC1)C12CC3CC(CC(C3)C1)C2 (configuration not stated)	-0.5	23	-5	-5	3	-4	0.2	2	0	-18
COc1ccc2c(C)cc(SCC(=O)Nc3ncc(Cl)cc3Cl)nc2c1	-0.3	2	-2	-2	-3	4	-0.6	0	5	1
O=C(Nc1cccn(Cc2c(Cl)cccc2Cl)c1=O)c1ccc(Cl)cc1	-0.4	35	2	-2	-1	-18	·	4	41	-2
NC(=O)C1CCN(C(=O)/C=C/c2cc(Br)ccc2F)CC1	24	14	2	-10	0	-4	-2.8	1	2	9
CC(C)NC(=O)c1onc(CSc2ccccc2)c1C(=O)O	-0.3	20	1	-8	1	-5	2.5	4	-1	-6
Cc1ccc(N(C(=O)c2ccn[nH]2)C(C(=O)NC2CCCC2)c2cccs2)cc1 (configuration not stated)	·	13	-7	·	-5	·	-0.2	-3	·	-15
CC1(C)CC(=O)C2(CC3=C(CC(C)(C)CC3=O)O2)C(=O)C1	4.6	3	-3	1	-7	-3	·	1	0	7
COc1ccc(/C=C/C(=O)OCC(=O)N2CC(=O)Nc3ccccc32)cc1	-0.7	4	4	16	1	-6	·	0	-2	-9
O=C(OCc1nnc(-c2ccc(Cl)cc2)o1)c1ccc(O)cc1	-0.6	18	5	10	2	0	1.2	0	4	-10
COc1ccc(Cl)cc1NC(=O)NCC1CCN(Cc2cc(C)ccc2C)CC1	-0.7	4	-14	-6	-4	-7	1.0	-1	11	15
COc1cccc(Oc2cc(Cl)nc(N)n2)c1	i	49	-2	4	-2	-18	0.7	-10	6	14
COc1cc(/C=C/C(=O)Nc2ccc(N3CCCCC3)c(S(=O)(=O)Nc3ccccc3Cl)c2)cc(OC)c1OC	-0.3	3	-1	7	-26	-4	·	5	-1	20
COC(CNC(=O)CC1C(=O)N(Cc2ccccc2)C(C)c2nc3ccccc3n21)OC (configuration not stated)	i	6	7	-3	-3	-1	1.5	-5	5	-14
Clc1cccc(Nc2nc(-c3cccnc3)cs2)c1	i	-9	7	-15	-14	-4	2.5	5	11	5
CCN(CC(=O)Nc1c(F)cccc1F)C(=O)c1ccc(OC)c(S(=O)(=O)NC2CCCC2)c1	i	·	3	-4	·	·	0.8	·	3	3
O=c1c2ccccc2nc2n1C(CSc1ccc(F)cc1)CN2 (configuration not stated)	0.5	23	4	4	-1	-17	·	4	7	1
C=CCOC(=O)C1=C(C)NC(=S)NC1c1cccs1 (configuration not stated)	-0.2	-8	10	-4	-5	-16	0.5	1	6	7
COc1ccc(-c2ccc(S(=O)(=O)N3CCOCC3)cc2)cc1	-0.6	2	·	2	-8	-15	0.1	-5	1	·
CCN(CC(=O)Nc1c(F)cccc1F)C(=O)C1=COCCO1	-1.4	·	-3	5	-2	-10	1.3	·	8	1
Nc1ccccc1C#Cc1cnccn1	i	·	5	5	7	1	0.9	·	5	-2
Cc1ccccc1C(=O)N1CCC(C(=O)N2CCN(c3ncccn3)CC2)CC1	-2.0	·	7	5	-5	-19	4.1	·	4	-11
CN(C(=O)COC(=O)C1CCN(S(=O)(=O)c2c(Cl)cccc2Cl)CC1)c1ccccc1	i	·	4	-2	-4	8	-1.6	·	3	-2
N#Cc1c(N)n(-c2ccccc2N)c2nc3ccccc3nc12	-0.5	-8	-9	-3	-50	-9	0.3	4	2	65*
CCN(CC)C(=O)C1CCCN(Cc2cccc(Oc3ccccc3)c2)C1 (configuration not stated)	-1.2	17	0	-2	8	-3	0.6	0	-5	5
COc1ccc2c(c1OC)C(=O)N1C2SC[C@H]1C(=O)NCCC(C)C (some centres not stated)	-1.4	-1	4	14	-6	2	-0.5	-1	-8	-13
O=C(NCc1ccco1)C(c1ccccc1)N(C(=O)Cc1cccs1)c1ccccc1F (configuration not stated)	i	-2	2	12	2	-2	·	2	1	20
Cc1[nH]nc(SCC(=O)NCCc2ccccc2)c1[N+](=O)[O-]	i	5	3	0	13	4	0.7	7	6	-8
NC(=O)c1ccccc1NC(=O)CSC1=NCCS1	i	13	2	-6	4	-20	0.8	0	-1	2
Cc1cc(NC(=O)c2ccc3c(c2)C(=O)N(C)C3=O)no1	i	0	7	3	-4	-12	·	3	-2	-8
O=C1CN(C(=O)Cn2ncc(Cl)c(Cl)c2=O)c2ccccc2N1	i	48	-10	-5	·	-8	1.4	1	1	-13
ON=C1c2ccccc2-c2ccc(Br)cc21	i	·	-10	5	·	-11	1.6	·	-2	10
CN1CCc2c(n(CC(O)CNCc3ccccc3)c3ccccc23)C1=O (configuration not stated)	-0.1	-2	-1	13	0	4	-0.8	3	3	-13
CC(C)CNc1nc(N)c([N+](=O)[O-])c(NCc2ccccc2)n1	i	10	-2	17	-3	8	1.2	4	-2	10
O=C(NCc1ccccc1F)C1CCC(=O)N(Cc2ccc(Cl)cc2)C1 (configuration not stated)	-0.2	-18	-2	2	3	5	0.6	-1	2	3
Nn1c(SCc2ccc(Br)cc2)nnc1-c1cccnc1	-0.3	17	6	-2	0	-8	2.2	6	-19	-7
COc1cccc(OCC(O)CO)c1 (configuration not stated)	-0.2	-5	0	-3	2	-15	·	-4	1	2
O=C(Nc1ccccc1C(=O)N1CCCCCC1)c1ccccc1	-0.5	16	-3	-11	1	-2	1.1	0	2	-9
O=C(CN1CC=C(c2ccccc2)CC1)Nc1cc(Cl)ccc1Cl	i	-2	5	22	-12	0	-0.2	0	-2	-9
CC(=O)c1ccc(NC(=O)CCc2nnc3ccc(N4CCCC4)nn23)cc1	-0.1	6	-1	9	6	-4	1.1	-1	9	-6
CCCCn1c(N)c(N(CCOC)C(=O)COC(=O)COc2cc(C)c(Cl)cc2C(C)C)c(=O)[nH]c1=O	i	·	-5	3	1	-8	-0.3	·	0	19
C/C(=N\Nc1nc2ccccc2s1)c1ccc2c(c1)OCO2	i	-4	-2	1	2	·	-0.7	2	13	6
Cc1ccnc(NC(=O)CCC(=O)N(CC(=O)NC2CCCCC2)CC2CCCO2)c1 (configuration not stated)	-0.6	4	-5	5	3	-11	·	-4	8	2
CC(C)(C)n1nc2c(c1NC(=O)c1ccc([N+](=O)[O-])cc1)CS(=O)(=O)C2	-0.3	24	-31	-6	8	6	0.3	-4	-8	14
CN(CC(=O)NC1CCCCC1)S(=O)(=O)c1ccc(Br)s1	i	-24	7	0	-2	0	·	-2	7	4
Cc1cc(C)n(-c2cc(N3CCN(C(=O)c4ccccc4C)CC3)ccc2[N+](=O)[O-])n1	i	·	-20	16	8	1	·	4	3	7
CCOc1cc(N2CCOCC2)c(OCC)cc1NCC(=O)N1CCN(Cc2ccccc2)CC1	-0.7	17	0	12	8	11	-5.5	2	6	4
O=C(CCc1nc2ccccc2c(=O)[nH]1)OCC(=O)N1CCN(S(=O)(=O)c2ccccc2)CC1	i	29	5	4	-7	3	·	-1	10	-6
O=[N+]([O-])c1ccc(Cl)c(S(=O)(=O)/N=C(/Nc2cccnc2)c2ccccc2)c1	3.3	·	-21	3	-10	·	0.8	·	5	7
Cc1cc(OCC(=O)Nc2cnn(CCCC(=O)O)c2)ccc1[N+](=O)[O-]	i	16	-6	-3	3	-8	-0.1	-1	-25	7
CCc1nc2ccc(C(=O)Nc3ccc4c(c3)OCC(=O)N4)cn2c1N(CC)CCOC	i	·	-8	-6	·	·	0.8	·	·	15
Cc1ccccc1C(=O)Nc1cccc(NC(=O)Cn2cnc3c(=O)n(C)c(=O)n(C)c32)c1	0.6	-6	·	3	2	6	2.2	0	4	·
CSc1ccccc1NC(=O)Cc1ccccc1[N+](=O)[O-]	i	22	1	2	8	-3	1.5	0	-6	2
O=C(CN(c1ccccc1)S(=O)(=O)c1ccc(F)cc1)NCc1cccs1	0.0	·	5	6	-8	-2	2.6	·	0	-6

Other records:
SMILES	BH1578 lux ind	DUSP3 inh	PrPC surface inh	Y pestis TopoI	Rv3671c protease	SSB-PriA inh	TcdB inh	SARS 3CLpro inh	MazF activator	CCHF vOTU inh
CCc1ccccc1NC(=O)CN(C1CCCCC1)S(C)(=O)=O	-0.8	-12	-1	-3	0	0	0.9	0	1	-10
CC1=C(C(=O)Nc2ccc(CC(=O)NCc3ccc(OC(C)C)cc3)cc2)SCCO1	-0.4	2	17	22	-9	10	1.3	-1	-5	24
Cc1nn(-c2cc(N(S(C)(=O)=O)S(C)(=O)=O)c(Cl)cc2Cl)c(=O)n1C	0.8	24	-2	-3	-6	3	-0.1	-1	4	-17
COc1cc(-c2cc(NC=O)c3ncc(-c4ccc(F)cc4)n3c2)cc(OC)c1OC	-0.3	·	-5	21	·	·	0.5	·	·	2
O=C(Cc1c(F)cccc1Cl)Nc1cc(S(=O)(=O)N2CCOCC2)ccc1N1CCOCC1	-0.5	·	2	37	·	3	-0.3	·	-6	9
O=C(NCc1ccccc1Cl)C1CCCN(c2ncnc3c2nc2n3CCCCC2)C1 (configuration not stated)	-0.3	3	9	20	0	-6	-0.3	0	4	14
Cc1cc(C)n(/C(=C\N(C)C)C(=O)c2ccc(Cl)cc2)n1	i	17	5	-5	5	-5	1.8	2	13	-6
CCOC(=O)c1c(CNCCN(CC)CC)n(C)c2cc(Br)c(OC)cc12	-0.2	24	-13	-3	0	-3	·	-8	20	12
COc1ccc(-c2cc(C(=O)NCCN3CCOCC3)no2)cc1OC	i	21	-6	-6	3	2	0.2	0	14	8
O=C1CC(c2ccccc2)c2ccc(O)cc2O1 (configuration not stated)	i	6	-3	1	3	-10	·	2	0	2
CCOC(=O)c1cnc2c(-c3ccccc3)c(-c3ccccc3)nn2c1C	-1.2	-8	5	6	0	-3	-0.2	3	-1	-8
COc1ccc(NC(=O)CSc2nc3nc(C)cc(C)c3c(=O)[nH]2)cc1	-0.2	1	0	-3	-13	-6	1.8	0	8	3
Fc1ccccc1NC(=S)N1CCN(Cc2ccccc2)CC1	-0.4	-8	-8	2	-1	-3	1.4	0	10	-8
Cc1noc(NS(=O)(=O)c2ccc(NC(=O)CSc3nc4c(cc3C#N)CCC4)cc2)c1C	-0.4	-10	-12	2	0	-1	-2.0	3	8	4

Assay outcomes as filed in PubChem BioAssay.
